Screens: PubChem BioAssay, Southern Research Specialized Biocontainment Screening Center
Dengue inhibitors = antivirals protecting cells from dengue CPE – CPE readout, HTS (AID 540333). 10,000 tested, 3.1% active. CPE inhibition, % at 20 µM. Dengue virus CPE inhibition in host cells; active compounds read high; in the data active = CPE inhibition mostly above about 9.1%, no sharp cut-off; inactive = mostly below about 7.2%
Starred values were filed as active, the others as inactive; i = inactive.

SMILES	Dengue inhibitors
CCC(=O)Nc1ccc(C(=O)CSc2nnc(-c3ccccc3F)n2C2CC2)cc1	i
O=C(CSc1ccc2ccccc2c1)NC1CCCc2ccccc21 (stereo unspecified)	0.7
CCC1(C)OC(=O)NN(c2ccc(C)cc2)C1(C)O (stereo unspecified)	i
CC1CCN(C(=O)CCCC(=O)O)CC1	0.5
Cc1cc(=O)oc2ccc(OC(C)C(=O)O)cc12 (stereo unspecified)	i
CCCCOC(=O)Oc1ccc2c(=O)c(Oc3cccc(C)c3)coc2c1	i
C=CCNS(=O)(=O)c1cccc(C(C)=O)c1	0.9
O=C(COc1ccccc1)NCCSCc1ccc(Cl)cc1	i
COc1ccc(-c2csc3ncnc(Oc4ccc5c(C)cc(=O)oc5c4)c23)cc1	i
Cc1cc(C(=O)COC(=O)c2ccc3c(c2)NC(=O)CS3)c(C)n1CC1CCCO1 (stereo unspecified)	10.7

Structures above that have a carbonyl joined to an NH by a bond outside any ring, in the order listed:
SMILES	Dengue inhibitors
CCC(=O)Nc1ccc(C(=O)CSc2nnc(-c3ccccc3F)n2C2CC2)cc1	i
O=C(CSc1ccc2ccccc2c1)NC1CCCc2ccccc21 (stereo unspecified)	0.7
O=C(COc1ccccc1)NCCSCc1ccc(Cl)cc1	i

(cont.)
SMILES	Dengue inhibitors
COC(=O)c1ccc(CNC(=O)c2c3c(nc4ccccc24)CCN(Cc2ccccc2)C3)cc1	i
COc1ccc(CCN=C(N)NS(=O)(=O)c2ccc3ccccc3c2)cc1	i
Cc1sc(NC(=O)C2C3CCC(O3)C2C(=O)O)nc1-c1ccc(CC(C)C)cc1 (stereo unspecified)	i
CC(C)C(=O)Nc1cccc(-c2cn3ccccc3n2)c1	i
CCOC(=O)c1ccc(NC(=S)Nc2ccc(Br)cc2N)cc1	i
CCOC(=O)CCCCC(=O)c1[nH]c(=O)[nH]c1CSc1nnc2c3ccccc3n(C(C)C)c2n1	0.8
S=C(NC1CCCC1)N1CCN(c2ccccn2)CC1	0.4
CC(C)COP(=O)(c1ccc(N(C)C)cc1)C(Nc1ccccc1)c1cccnc1 (stereo unspecified)	0.7
Cc1cccc(NC(=S)N(CCN(C)C)C(C)c2ccco2)c1 (stereo unspecified)	3.5
Cc1cc(C)cc(N(CCC(=O)Nc2nnc(C3CC3)s2)S(=O)(=O)c2ccc(Cl)cc2)c1	3.5
O=C(C1CCN(CCCc2ccccc2)CC1)N(CCc1ccccc1)Cc1ccccc1	i
Cc1ccc(C(C)(C)C)cc1S(=O)(=O)Nc1cccc(S(=O)(=O)NC2=NCCC2)c1	0.8
COc1cc([N+](=O)[O-])cc(/C=N/NC(=O)C(C)Nc2cccc(C)c2)c1O (stereo unspecified)	i
CC1CC(=S)Nc2ccccc2N1Cc1ccccc1 (stereo unspecified)	3.5
CCNC(=S)NNC(=S)NCc1ccccc1	i
O=C(/C=C/c1cccc([N+](=O)[O-])c1)NCCSCc1cccc(Cl)c1	3.3
O=C(OCc1nc2ccc(Cl)cc2n1CCO)c1ccc(O)cc1	0.6
CC(C)=CCC/C(C)=C/C=N/NC(=O)c1cccc([N+](=O)[O-])c1	0.7
COc1cc(/C=C/C(=O)c2ccc(O)cc2)ccc1OCC#N	i
COc1ccc(OCCOCCOc2ccc(C)cc2[N+](=O)[O-])cc1	i
O=C(Oc1cccc(N2C(=O)C3C4c5ccccc5C(c5ccccc54)C3C2=O)c1)c1ccco1 (stereo unspecified)	4.2
O=C(COC(=O)Cc1cccc(C(F)(F)F)c1)Nc1ccccc1	i
O=C(O)c1cccc2c1C(=O)c1ccc(-c3ccc(F)cc3F)cc1S2(=O)=O	1.9
COc1ccc(C2(C(=O)Nc3ccccc3)CCOCC2)cc1	1.6
COc1ccc(C2CC(c3ccccc3)=NN2C(=O)CN2N=NC3C(=O)N(c4cccc(F)c4)C(=O)C32)cc1 (stereo unspecified)	i
CC1=NN(C(=O)Cn2nc([N+](=O)[O-])c(Br)c2C)C(O)(C(F)(F)F)C1 (stereo unspecified)	i
COc1ccccc1CNC(=O)C/C(C)=N/NC(=O)Cc1ccc(OC)c(OC)c1	i
Cc1ccc(S(=O)(=O)CCC(=O)NCc2ccc(Cl)cc2)cc1	0.4
O=C1c2cccc(OCC(=O)N3CCCc4ccccc43)c2CCN1Cc1ccccc1	i
Cc1ccc(S(=O)(=O)N(C)Cc2ccc(C(=O)N/N=C/c3ccc(OC(F)F)cc3OC(F)F)cc2)cc1	2.1

2 entries picked at random from the list so far, as already listed:
SMILES	Dengue inhibitors
CCC1(C)OC(=O)NN(c2ccc(C)cc2)C1(C)O (stereo unspecified)	i
Cc1sc(NC(=O)C2C3CCC(O3)C2C(=O)O)nc1-c1ccc(CC(C)C)cc1 (stereo unspecified)	i

More records
SMILES	Dengue inhibitors
COc1ccc([N+](=O)[O-])cc1NCc1ccccc1	i
O=C(NCc1ccccc1)C(c1ccc(F)cc1)N(Cc1cccs1)C(=O)c1cnccn1 (stereo unspecified)	0.2
COc1ccc(CCNC(=O)c2cc(-c3ccc(Cl)c(Cl)c3)oc2C)cc1	3.3
CCO[C@H]1OC(C(=O)O)=C[C@@H](c2cn(C(C)=O)c3ccccc23)[C@@H]1CCCO	0.1
Cc1ccc(-c2nn(-c3ccccc3)cc2C(=O)Nc2cccc(S(=O)(=O)N3CCOCC3)c2)cc1	1.0
Cc1ccc(CNC(=O)c2cc(-c3ccccc3)nn2CC2CC(c3cccnc3)=NO2)cc1 (stereo unspecified)	i
Cc1cc(N=Cc2c(O)n(-c3cccc(Cl)c3)c(=O)c3ccccc23)no1	i
CC(=O)Nc1cc(C(=O)N2CCc3ccccc3C2)ccc1Sc1ccc(F)cc1	i
CCOC(=O)N/N=C/c1cccc(Cl)c1Cl	i
O=C(/C=C/c1ccccc1)c1ccc(NC2=NCCCS2)cc1	i

Gathered by group: those above with fluorine (8)
SMILES	Dengue inhibitors
CCC(=O)Nc1ccc(C(=O)CSc2nnc(-c3ccccc3F)n2C2CC2)cc1	i
O=C(COC(=O)Cc1cccc(C(F)(F)F)c1)Nc1ccccc1	i
O=C(O)c1cccc2c1C(=O)c1ccc(-c3ccc(F)cc3F)cc1S2(=O)=O	1.9
COc1ccc(C2CC(c3ccccc3)=NN2C(=O)CN2N=NC3C(=O)N(c4cccc(F)c4)C(=O)C32)cc1 (stereo unspecified)	i
CC1=NN(C(=O)Cn2nc([N+](=O)[O-])c(Br)c2C)C(O)(C(F)(F)F)C1 (stereo unspecified)	i
Cc1ccc(S(=O)(=O)N(C)Cc2ccc(C(=O)N/N=C/c3ccc(OC(F)F)cc3OC(F)F)cc2)cc1	2.1
O=C(NCc1ccccc1)C(c1ccc(F)cc1)N(Cc1cccs1)C(=O)c1cnccn1 (stereo unspecified)	0.2
CC(=O)Nc1cc(C(=O)N2CCc3ccccc3C2)ccc1Sc1ccc(F)cc1	i

Next part
SMILES	Dengue inhibitors
O=C1CC(SC2=NCCS2)C(=O)N1c1ccc(Br)cc1 (stereo unspecified)	i
COc1ccc(NS(=O)(=O)c2ccc(NC(=O)Cc3cccs3)cc2)cc1	2.7
CCCCN(CC)CCNC(=O)CN1C(=O)COc2ccc(S(=O)(=O)N3CCCC3)cc21	0.3
CC(=O)Nc1ccc(S(=O)(=O)NCC(=O)OCC(=O)NC(=O)C2CCCCC2)cc1	0.2
CC(=O)NCCNc1ccc([N+](=O)[O-])cn1	0.1
CCCCC(CCC(=O)NNC(=O)Cc1ccccc1)C(=O)O (stereo unspecified)	1.3
CN(C)C1=NCCN1CC1CCCC1	i
CCc1cccc(CC)c1NC(=O)C(NS(=O)(=O)c1cccs1)c1ccccc1 (stereo unspecified)	0.6
COc1cc2c(-c3ccccc3O)nc3c(c(C)nn3-c3ccccc3)c2cc1OC	1.2
Cc1nn(Cc2cccc(C(=O)Nn3cc([N+](=O)[O-])cn3)c2)c(C)c1[N+](=O)[O-]	i
CCOC(=O)c1ccc(CN(Cc2ccccc2)S(=O)(=O)c2cccc([N+](=O)[O-])c2)cc1	0.2
CC1CC1c1ccc(/C=C(\C#N)C(=O)Nc2cc(Cl)ccc2Cl)o1 (stereo unspecified)	0.4
CC1=C(n2nnc([N+](=O)[O-])n2)C(c2cccnc2)C(C#N)=C(N)O1 (stereo unspecified)	0.1
CC1(C(=O)NC(=S)N(Cc2ccccc2)c2ccccn2)CC1(Cl)Cl (stereo unspecified)	0.1
CC(OC(=O)C(C)N1C(=O)C2C3C=CC(C4CC34)C2C1=O)C(=O)c1ccccc1 (stereo unspecified)	i
CCNC(=S)N(CCc1cccc(C)c1)Cc1cc2cc(OC)c(OC)cc2[nH]c1=O	5.3
O=[N+]([O-])c1ccc(NCCCO)c(C(F)(F)F)c1	0.2
COc1cc(/C=N/NC(=O)COc2cc(C)cc(C)c2)ccc1OS(=O)(=O)c1ccc(C)cc1	2.1
CCOc1ccc(NC(=O)C[n+]2ccccc2)cc1	0.1
Cc1cc(C)cc(N(CCC(=O)O)S(=O)(=O)c2ccc3ccccc3c2)c1	i
COc1cc(OC)c(-c2cc(C(=O)O)ccc2OC)c(OC)c1	0.1
CC(C)CCNC(=O)CO/N=C/c1ccccc1OC(F)F	i
Cc1cc(F)ccc1NCC(=O)Nc1ccc(Br)cc1C	1.9
CCC(=O)Nc1cccc(NC(=O)c2ccccc2Br)c1	0.4
COc1cc(/C=C/C(=O)Nc2ccc(N3CCCCC3)c(S(=O)(=O)Nc3ccccc3Cl)c2)cc(OC)c1OC	0.8
CC(/C=N/NC(=O)c1cc(-c2cccnc2)nc2c1c(C)nn2-c1ccccc1)=C\c1ccccc1	1.7
CCO[C@@H]1OC(C(=O)O)=C[C@H](C2CC2)[C@H]1CCCO	0.4
N#C/C(=C\c1ccc(N2CCOCC2)cc1)c1ccccc1	9.5
CCC(=O)Nc1ccc(NC(=S)Nc2ccccc2)cc1	0.5
CCCCNC(=O)c1cccc(NC(=O)C(=O)c2ccccc2NC(C)=O)c1	i
CCOC(=O)C1=C(C(F)(F)F)Nc2ncnn2C1c1cc(OC)c(OC)cc1OC (stereo unspecified)	i
CCCOc1ccc(C(=O)NCC(c2cccs2)N(C)C)cc1OC (stereo unspecified)	0.3
Cc1noc(NS(=O)(=O)c2ccc(NC(=O)C34CC5CC(C3)CC(n3cnc(Br)n3)(C5)C4)cc2)c1C	0.4
CC(C)=C(NC(=O)c1ccccc1)C(=O)N/N=C(\C)c1ccccc1O	i
CC1=NN(C(=O)COc2ccc(C)c(C)c2)C(O)(c2ccc(Cl)cc2)C1 (stereo unspecified)	i
COc1ccc(C(=O)Oc2cc3c4c(c2)C(C)=CC(C)(C)N4C(=O)C3=O)cc1OC	1.1
O=C(CCS(=O)(=O)c1ccc(Br)cc1)Nc1ccc(Br)cc1F	0.2
CCN(CC)c1ccc(C(=O)N/N=C(\C)c2cccc(OC)c2)cc1	1.1
CCOC(=O)c1cc2c(=O)n3ccccc3nc2n(C(C)C)c1=NC(=O)c1c(-c2c(F)cccc2Cl)noc1C	1.7
CC(C)c1nnc(NC(=O)CCC(=O)NC2CCCc3ccccc32)s1 (stereo unspecified)	i
C=CCNC(=S)NNC(=O)c1ccc(Br)o1	i
Cc1ccc(-c2n[nH]c(=S)n2/N=C/c2cccs2)cc1	i
O=C(NC(=S)N1CCN(c2ccc(F)cc2)CC1)C12CC3CC(CC(C3)C1)C2	0.2
COc1cc(S(=O)(=O)Nc2ccc(C)cc2)ccc1NC(=O)c1ccncc1	0.5
Nc1ccnn1Cc1ccc(Br)s1	i
Cc1cc(C)nc(NC(=NCCc2c[nH]c3ccccc23)NC(=O)Nc2ccc(Cl)cc2)n1	4.9
COCCNC(=O)c1ccccc1NS(=O)(=O)c1ccc(C)c([N+](=O)[O-])c1	0.7
CC1CCN(C(=O)CCc2ccc(Oc3cc([N+](=O)[O-])cc([N+](=O)[O-])c3)cc2)CC1	6.9
COc1cc2c(cc1NC(=O)C(C)NCc1ccccc1)oc1ccccc12 (stereo unspecified)	2.6
C=CCn1c(CCn2c3ccccc3c3ccccc32)n[nH]c1=S	i
Going on with the list:
SMILES	Dengue inhibitors
CSc1nc2sc3c(c2c(=O)[nH]1)CCC3	0.1
O=C(O)c1cccc(N/N=C/c2cc(Br)cc(Br)c2O)c1	2.3
Cc1cccc(NC(=O)c2cc(-c3ccc(C)s3)nc3ccccc23)n1	4.0
C#CCNC(=O)C1=C[C@H](C)C[C@H](OCc2ccc(CO)cc2)O1	0.5
CC(=O)Nc1ccccc1NC(=O)C/C(C)=N/NC(=O)c1ccc([N+](=O)[O-])c(Cl)c1	i
Cc1nnc(SCc2cc(=O)oc3ccc4ccccc4c23)n1Cc1ccccc1	i
Cc1c(C(=O)NC(=S)NCC(C)C)oc2ccccc12	0.0
CCN1CCN(C(=S)NC(C)c2ccccc2)CC1 (stereo unspecified)	i
Cc1cc(-c2n[nH]c(=S)n2/N=C/c2cccc([N+](=O)[O-])c2)n[nH]1	0.3
COc1ccc(O)c(C(=O)c2cc(C(=O)NCCc3ccccc3)c(=O)n(CCc3ccccc3)c2)c1	15.6*
Cc1ccc(C2Nc3cccc4cccc(c34)N2)s1	i
Cc1ccc(NC(=O)COC(=O)Cc2ccsc2)cc1S(=O)(=O)N1CCOCC1	i
O=C(N/N=C/c1cccs1)c1cc(C2CC2)nc2ccccc12	0.1
CCN(CC)S(=O)(=O)c1ccc(N2CCCCC2)c(NC(=O)/C=C/c2ccc(OC)c(OC)c2)c1	1.0
Cc1nc2nc(SCC(=O)c3ccc([N+](=O)[O-])cc3)[nH]c2cc1Br	0.6
CCCCNc1ccc(S(=O)(=O)c2cccc([N+](=O)[O-])c2)cc1[N+](=O)[O-]	0.8
Cc1ccc(S(=O)(=O)N2CC(O)C[C@H]2C(=O)OCC(=O)c2ccccc2)cc1 (stereo partly specified)	0.5
Cc1ccc(NC(=O)CCNS(=O)(=O)c2ccccc2)c(C(=O)c2ccccc2)c1	i
Cc1occc1C(=O)NNC(=S)NCc1ccccc1	0.1
CCCn1c(=O)n(N)c2ccccc21	0.6
COc1ccc(/C=C/C(=O)Nc2cc(C)on2)cc1	i
COc1ccc(OCCCn2cc(/C=C3/C(=N)N4C=C(C)SC4=NC3=O)c3ccccc32)cc1	1.6
COc1ccc(-c2nn(-c3ccccc3)cc2/C=C(/C#N)C(N)=O)cc1[N+](=O)[O-]	i
CCOC(=O)c1ccc(-c2ccc(/C=N/NC(=O)CN(c3ccccc3Cl)S(C)(=O)=O)o2)cc1	12.9*

Only part of the results is shown; rates above refer to the full screens.
